mHTT-CaM PPI inh: mHTT-calmodulin interaction abrogation; AlphaScreen His-mHTT/GST-CaM binding, luminescence; inhibition, % at 15 µM; actives 3.6% (n = 190,000);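 further: 0% = both proteins with DMSO and 100% = one protein alone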
Pf apPOL block: Pf-apPOL DNA polymerase inhibition. Recombinant Pf-apPOL, molecular beacon fluorescence, 1.5 h. inhibition, % at 10 µM. actives 0.25% (n = 210,000). AID 1794808
* = called active by the depositor; x = no result given; & = joins results of further samples. No stated cut-off is given here; in the data, active means inhibition above about 50%; inactive means the rest.

Screens in order: mHTT-CaM PPI inh	Pf apPOL block
Cc1cc(C)n(-c2nc3c(c(=O)n2CC(=O)N2CCOCC2)CCCC3)n1
 : -21	-10
Cc1c(CN2CCC(c3nncn3-c3ccccc3)CC2)cnn1C
 : 6	3
CCOc1ccc(-n2nc3cc(C)c(NC(=O)c4cncc(Br)c4)cc3n2)cc1
 : -2	-7
COc1ccc(Cl)cc1NC(=O)C(=O)NCCC1=CCCCC1
 : -11	-1
COC[C@@H]1CCCN1c1ccc2c(c1)OCCCN(C1CC1)S2(=O)=O
 : 0	1
COc1ccc(NC(=O)C(C)(C)Oc2ccc(Cl)cc2)cc1OC
 : 13	-2
O=C(CCC(=O)c1ccccc1)NCC#CCN1CCc2ccccc2C1
 : 22	5
O=C(Nc1cccc(F)c1)NC1CCCCC1
 : -1	-5
CCCN1C(=O)Cc2ccccc2C1C(=O)NCc1cccc(Br)c1 (centres undefined)
 : -13	-3
COc1ccc2nc(NC(=O)CN3C(=O)c4ccccc4C3=O)sc2c1
 : 3	-7

Quoted from the listing:
Under Pf apPOL block, COc1ccc(Cl)cc1NC(=O)C(=O)NCCC1=CCCCC1 reads -1
Under Pf apPOL block, O=C(Nc1cccc(F)c1)NC1CCCCC1 reads -5

Continued:
Screens in order: mHTT-CaM PPI inh	Pf apPOL block
CN(C)S(=O)(=O)c1ccc(C(=O)Nc2c3c(nn2-c2ccc(Cl)cc2)CSC3)cc1
 : 26	-8
CCc1ccccc1NC(=O)CN(c1ccccc1OC)S(C)(=O)=O
 : -6	-10
COc1ccc(OCC(O)CN2CCN(c3ccc(C)cc3)CC2)cc1 (centres undefined)
 : 5	-5
O=Cc1ccc(OCc2ccccc2F)c(Cl)c1
 : -69	-10
CS(=O)(=O)c1ncc(-c2ccccc2)cn1
 : -1	7
O=C(Nc1ccccc1F)c1ccc(Br)o1
 : -8	-2
Cc1cc(OC(=O)CC(C)C)c([N+](=O)[O-])c(=O)[nH]1
 : -2	1
COc1ccc(C(=O)N2CCc3nc[nH]c3C2)cc1OC
 : 5	2
N#CC12CC1(C#N)C1(N=C2N)OCCS1 (centres undefined)
 : 0	x
Cc1cccc(Cl)c1NC(=O)/C(C#N)=C/c1cc2c(cc1Cl)OCO2
 : 0	-7
Cc1nn(Cc2nnc(SCC(=O)Nc3cccc(C(F)(F)F)c3)n2C)c(C)c1[N+](=O)[O-]
 : x	-1
C=CCc1cccc2cc(C(=O)O)c(=O)oc12
 : -2	-2
O=C(Nc1ccc(Br)cc1)c1ccc2snnc2c1
 : -9	-3
Cc1ccc(C(=O)Nc2c(-c3ccc(F)cc3)nc3ccccn23)cc1[N+](=O)[O-]
 : -3	-2
c1ccc(C2=NN3COc4ccccc4C3C2)cc1 (centres undefined)
 : -7&2	-2
CN(C)c1ccc(-c2nc3sc4c(c3c(=O)[nH]2)CCCC4)cc1
 : 0	-2
COc1ccc(N2C(=O)CC(N3CCN(C=O)CC3)C2=O)cc1 (centres undefined)
 : -6	-3
CCn1c(-c2cc(NC(=O)COC)n[nH]2)c(C)c2ccccc21
 : -1	-4
CCOC(=O)N1CCC(NC(=O)Nc2cc(C)oc2C(F)(F)F)CC1
 : x	-2
O=C1C(Nc2ccc(Br)cc2)=C(n2nnc3ccccc32)C(=O)c2ccccc21
 : -3	-4
CC(C)C(C(=O)Nc1ccccc1C(N)=O)N1C(=O)c2ccccc2C1=O (centres undefined)
 : -2	-5
Cc1oc2cc(OCC(=O)O)ccc2c(=O)c1Oc1ccccc1Br
 : 4	1
Cc1ccc([C@H]2C[C@@H](n3cc(COC(=O)c4ccccc4)nn3)[C@H](O)CN2Cc2cccs2)cc1
 : -7	2
CCNS(=O)(=O)c1cccnc1Nc1ccc(Cl)c(C)c1
 : -33	-5
O=C1OC(c2ccccc2F)=N/C1=C\C(Cl)=C\c1ccccc1
 : 8	-1
COc1ccccc1Oc1nc2c(c(=O)n(C)c(=O)n2C)n1Cc1ccccc1
 : 3	-3
C=CCNC(=O)C1CCN(c2cccc(F)c2)C1=O (centres undefined)
 : -1	-4
O=C(Cc1cccs1)N(Cc1cccnc1)c1nc2ccc(F)cc2s1
 : -10	-4
O=c1c(F)cn(C2CCCO2)c(=O)n1Cc1c(Cl)cccc1Cl (centres undefined)
 : 0	-6
COc1ccccc1CCC(=O)NCC12CCCC1N(C)C(=O)CC2 (centres undefined)
 : -10	-5

The closing 2 compounds of the part before open the next one:
Screens in order: mHTT-CaM PPI inh	Pf apPOL block
O=c1c(F)cn(C2CCCO2)c(=O)n1Cc1c(Cl)cccc1Cl (centres undefined)
 : 0	-6
COc1ccccc1CCC(=O)NCC12CCCC1N(C)C(=O)CC2 (centres undefined)
 : -10	-5
C[N+](CCC#N)(CCC#N)Cc1ccccc1
 : -8	x
O=C(O)CCSCSCCC(=O)O
 : x	-1
O=C(NCCc1ccccc1)c1cc2n(n1)CCCN(Cc1cccc(F)c1)C2=O
 : -2	2
CCC1CSc2nc3ccsc3c(=O)n21 (centres undefined)
 : x	-16
Cc1c(C(=O)Nc2ccccc2C(F)(F)F)cccc1[N+](=O)[O-]
 : -6	2
O=C1c2ccccc2C(=O)N1CNc1cccc(Cl)c1
 : -2	-6
COc1ccc(S(=O)(=O)N2CCSC2c2ccc(OC)c(OC)c2)cc1 (centres undefined)
 : -3	-5
Cc1c(N=CN(C)C)c(=O)n(-c2ccccc2)n1C
 : 1	-5
O=C(Nc1ccc2cccnc2c1)c1ccc(Br)cc1
 : -12	0
CC(=O)NCCc1ccc(S(=O)(=O)N2CCOCC2)cc1
 : 0	-120

4 entries from above, with each value named:
canonical_smiles: C[N+](CCC#N)(CCC#N)Cc1ccccc1
  mHTT-CaM PPI inh: -8; Pf apPOL block: x

canonical_smiles: O=C(O)CCSCSCCC(=O)O
  mHTT-CaM PPI inh: x; Pf apPOL block: -1

canonical_smiles: O=C(NCCc1ccccc1)c1cc2n(n1)CCCN(Cc1cccc(F)c1)C2=O
  mHTT-CaM PPI inh: -2; Pf apPOL block: 2

canonical_smiles: CCC1CSc2nc3ccsc3c(=O)n21 (centres undefined)
  mHTT-CaM PPI inh: x; Pf apPOL block: -16

More results follow.
Screens in order: mHTT-CaM PPI inh	Pf apPOL block
COc1cc(C(=O)Nc2ccc(Cl)cc2[N+](=O)[O-])cc(OC)c1OC
 : 0&-3	5&-3
CN(Cc1ccoc1)C(=O)NC1CCCC1
 : 2	2
COc1ccccc1N1C(=O)NC(=O)/C(=C\c2cc(OC)c(O)c(OC)c2)C1=O
 : -3	-5
CS(=O)(=O)N(CC(=O)Nc1cccnc1)c1cc(C(F)(F)F)ccc1Cl
 : 0	-2
O=C(O)C1C2C=CC3(CN(CCc4ccccc4)C(=O)C13)O2 (centres undefined)
 : -2	0
Cc1ccc(-c2cc(C(=O)N3CCN(c4ccc(F)cc4)CC3)ccn2)s1
 : 74*	33
Cc1ccnc(SCc2cc(=O)c(OC(=O)Cc3ccc([N+](=O)[O-])cc3)co2)n1
 : 88*	0
Cc1ccnc(N2CCC(C(=O)N3CCN(c4cccc(C(F)(F)F)c4)CC3)CC2)n1
 : 6	-2
CCCNC(=O)c1ccc2cnn(C)c2c1
 : 2	-7
CC(C)(C)C(=O)Nc1c2c(nn1-c1cccc(Cl)c1)CS(=O)(=O)C2
 : -5	-4

Other entries follow.
smiles | mHTT-CaM PPI inh | Pf apPOL block
O=C(CSc1nnc(NC(=O)CSCc2ccccc2)s1)Nc1nccs1 | -5 | 13
Cc1ccccc1-c1ccc(N2CCC(C(=O)Nc3cccnc3)CC2)nn1 | 13 | -12
Cc1ccc(CSc2nc3c(c(=O)n2-c2ccc([N+](=O)[O-])cc2)SCC3)cc1 | 16 | -3
O=C(Nc1ccc(F)c(Cl)c1)N1CCc2nc(-c3ccccc3)ncc2C1 | -15 | -12
O=C(CSc1nc2ccccc2n1S(=O)(=O)c1cccs1)NCc1ccccc1 | 16 | 5
COc1ccccc1CNC(=O)C1=C2CCCN2c2ccccc2S1(=O)=O | -1 | 0
CC1(C)CC(=O)C2=C(C1)N(c1ccccc1C#N)C(N)=C(C#N)C2c1cccs1 (centres undefined) | 34 | 0
Cc1ccc(-n2nc3c(c2NC(=O)c2ccccc2Cl)CS(=O)C3)cc1 (centres undefined) | 1 | -3
O=C(Nc1nnc(CCc2ccccc2)s1)c1cccc(NC(=O)C(F)(F)F)c1 | 7 | -3
N#CCOc1nc(N2CCOCC2)nc(N2CCOCC2)n1 | -4 | -10
O=C(COc1ccccc1F)NCC1CCN(S(=O)(=O)C2CC2)CC1 | -3 | 1
CCc1ccc(S(=O)(=O)Nc2ccccc2OC)cc1 | -25 | 2
Cc1ccc(C(C)C)c(OCCNCc2ccco2)c1 | 0 | 0
O=c1oc(-c2ccccc2)nc2c1C1(CCCC1)Cc1ccccc1-2 | -38 | 4
CCS(=O)(=O)c1ccc2oc(=O)c(C=C(O)c3ccco3)nc2c1 | 7 | -6
O=C(c1n[nH]c2c1CCCC2)N1CCc2c(nc3cc(-c4ccccc4)[nH]n3c2=O)C1 | 27 | -2
O=C(O)CSc1ccc(C(=O)Nc2ccccc2C(F)(F)F)cc1[N+](=O)[O-] | 5 | -5
O=CN1CCN(C(=O)c2cccc3c2-c2ccccc2C3=O)CC1 | 0 | 1
CCc1ccc(NC(=O)c2cc(CC)n3nccc3n2)cc1 | -41 | -5
CCCN1CCN(S(=O)(=O)c2cc(Br)c(Br)s2)CC1 | -9 | -1
Cc1cc(-c2nnc(NC(=O)CS(=O)(=O)c3ccc(Cl)cc3)o2)nn1C | 4 | 0
CCOC(=O)c1ccc(NC(=O)N2CCCC2c2cccc(C)c2)cc1 (centres undefined) | -2 | 2
N#C/C(=C/c1ccc2c(c1)OCO2)C(N)=S | 1 | x
CCOCCCN1COc2ccc3c(c2C1)OC(=Cc1ccc(OC)cc1)C3=O | -4 | -1
CCC(=O)N1CCN(c2nc3c(s2)CC(C(=O)NCc2cccc(C)c2)CC3)CC1 (centres undefined) | 22 | 2
CC1=NN(c2cc(Cl)ccc2Cl)C(=O)/C1=C/c1cccc([N+](=O)[O-])c1 | 37 | 4
CCNC(=O)C1CC(c2ccc(F)c(C)c2)CN(C(C)=O)C1 (centres undefined) | -4 | -4
COc1ccc(C2=NC(c3ccncc3)=Nc3ccc(Br)cc3N2)cc1 | 50* | -4
O=C(Cn1c(=O)n(Cc2cccnc2)c(=O)c2ncccc21)c1ccc2c(c1)CCCC2 | 25 | -21
CCCn1ncc(N2CCC(C(=O)NCCc3ccccn3)CC2)cc1=O | 5 | 12
Cc1ccc(N=Cc2ccc[nH]2)cc1I | 4 | -2
COc1cccc(C(=O)Nc2ccc3oc(-c4cccc(F)c4)nc3c2)c1 | 4 | 5
CC1(C)CC(=O)C2=C(C1)OC(N)=C(C#N)C2c1ccco1 (centres undefined) | 1&1 | -1&-2
CCOc1ccc(S(=O)(=O)Nc2ccc(Br)cc2)cc1 | -19 | -5
CC(=O)c1sc2nc(SCC=Cc3ccccc3)[nH]c(=O)c2c1C | -15 | -7
O=C(COc1ccc([N+](=O)[O-])cc1)Nc1cc(C(=O)O)cc(C(=O)O)c1 | 2 | -1
FC(F)(F)COc1ccc(-n2ccnc2)nn1 | -8 | x
COc1ccc(C(=O)Nc2c3c(nn2-c2cccc(Cl)c2)CS(=O)(=O)C3)cc1 | 3 | -1
COc1ccccc1C1(CCN=Cc2ccccc2O)CCOC(C)(C)C1 (centres undefined) | 9 | -2
COc1cccc(C2=N/C(=C/c3ccc(Cl)cc3Cl)C(=O)O2)c1 | 16 | 0
CCCNC(=O)N1CCCC1c1nc(-c2cccc(Cl)c2)no1 (centres undefined) | 8 | -2
COc1ccc(CNC(=O)Nc2nnc(-c3cccs3)o2)cc1 | -4 | -3
N#Cc1c(N)nc(SCC(N)=O)c(C#N)c1-c1ccc(Br)cc1 | 4 | 0
O=C(Cc1ccc(Cl)cc1)N1CCc2nc(-c3ccc(Cl)cc3)ncc2C1 | -6 | -3
Cc1ccsc1/C=C1\SC(N2CC(C)OC(C)C2)=NC1=O (centres undefined) | 9 | -6
O=C(NC1CCCCC1)C1CC(=O)N(c2ccc3c(c2)CCN3C(=O)C2CC2)C1 (centres undefined) | -6 | -8
COc1cc(CN2CCC(C(=O)N(CCN(C)C)Cc3ccccc3)CC2)cc(OC)c1OC | 2 | -1
CCCCNC(=O)C1=Cc2cc(OC)ccc2OC=C1 | -13 | -39
CN(C)c1ccc(C(=O)N2CCCC(c3ccnc(Nc4ccccc4F)n3)C2)cc1 (centres undefined) | 60* | -3
O=C1NN(c2ccccc2)C(=O)C2C3c4ccccc4C(c4ccccc43)C12 (centres undefined) | 5 | -1
O=c1oc2ccccc2cc1-c1csc(Nc2c(F)cccc2F)n1 | -17 | 2
O=C(Cc1ccc(F)cc1)Nc1cc(-c2cccs2)no1 | -9 | 1
COc1ccc([N+](=O)[O-])cc1/C=C1\Sc2ccccc2C1=O | 30 | 3
O=C1CN(S(=O)(=O)c2ccc(F)c(F)c2)CC(=O)N1CCc1ccccc1 | -4 | -8
COc1cc(OC)c(OC)cc1/C=C1\N=C(c2ccc(C(C)(C)C)cc2)OC1=O | -1 | -5
Cc1ccc(NC(=O)C2CCCN(c3cc(=O)n(C)c(=O)n3C)C2)cc1C (centres undefined) | 5 | -1
Cc1ccc(-c2n[nH]c(=O)c3ccccc23)cc1S(N)(=O)=O | -3&9 | -2&-3
Oc1ccc(Br)cc1CN1CCN(Cc2ccc3c(c2)OCO3)CC1 | 4 | -2
CC(C)(C)C(=O)Nc1ccc(C(=O)OC2CCCCC2)cc1 | -22 | -5
O=C(O)CCN1C(=O)c2ccc(NC(=O)c3ccco3)cc2C1=O | 2 | -4

Complete entries, looked up by structure.
Profile of O=C(Cc1ccc(F)cc1)Nc1cc(-c2cccs2)no1 → mHTT-CaM PPI inh: -9; Pf apPOL block: 1
Profile of Cc1ccc(NC(=O)C2CCCN(c3cc(=O)n(C)c(=O)n3C)C2)cc1C (centres undefined) → mHTT-CaM PPI inh: 5; Pf apPOL block: -1
